S1P1 ag pot: agonists and agonism potentiators of human S1P1 receptor; S1P1 CRE-bla cells, forskolin, beta-lactamase FRET, potentiator mode; S1P1 agonist co-added at EC20, 2 nM; 100% = saturating reference agonist, 0% = basal; activation, % at 9.5 µM; 0.57% of 56,000 active;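 active = activation above a cutoff set at the mean activation of all tested compounds plus 3 SD, cut at about 54% in these data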;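 also: forskolin at 4 µM as EC80 and the EC20 agonist is SEW2871; 100% = SEW2871 at its EC100 plus forskolin at EC80; some compounds past the cut are filed as inactive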
TNAP act DEA: activates human TNAP at intermediate phosphate acceptor concentration. purified TNAP, CDP-star luminescence, 100 mM DEA, 30 min; stronger effect = higher value; scale: 0 levamisole-inhibited, 1 vehicle-only enzyme. activation factor at 20 µM. 64,000 tested, under 10 active. AID 813;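 active = activation factor of at least 2 at 20 µM, relative to controls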
M1 antagonist: antagonists of rat M1 muscarinic receptor | P08482 | CHO-M1 cells, Fluo-4 calcium, ACh EC80 antagonist mode; stronger effect = lower value | B-score at 10 µM | 3.4% of 64,000 active | AID 628;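 active = calcium fluorescence response, raw or row-and-column corrected B-score, differing from the plate sample mean either way at a set confidence level, mostly lower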
Target sequence (P08482 whole entry, looked up): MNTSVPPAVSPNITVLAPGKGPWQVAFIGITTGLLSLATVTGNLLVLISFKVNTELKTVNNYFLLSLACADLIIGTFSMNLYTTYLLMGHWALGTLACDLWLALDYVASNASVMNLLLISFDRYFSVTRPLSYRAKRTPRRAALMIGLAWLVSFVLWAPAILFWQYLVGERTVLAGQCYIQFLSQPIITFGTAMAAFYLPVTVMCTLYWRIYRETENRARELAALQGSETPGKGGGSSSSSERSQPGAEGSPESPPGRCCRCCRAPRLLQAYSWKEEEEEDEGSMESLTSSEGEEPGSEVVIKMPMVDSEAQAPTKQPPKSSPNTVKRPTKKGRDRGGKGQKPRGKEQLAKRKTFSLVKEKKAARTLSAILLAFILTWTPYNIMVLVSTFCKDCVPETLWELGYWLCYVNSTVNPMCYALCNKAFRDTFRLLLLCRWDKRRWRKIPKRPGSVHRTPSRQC
M1 agonist: agonists of M1 muscarinic receptor | 3% of 64,000 active | CHO-M1 cells, Fluo-4 calcium fluorescence, agonist mode; stronger effect = higher value | B-score at 10 µM | AID 626;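 active = fluorescence rise, raw or as B-score row- and column-corrected plate score, outside the 99.7% band of its plate's samples, either direction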
Ec RNAP inh: blocks E. coli RNA polymerase transcription; 0.2% of 62,000 active; inhibition, %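 (tested at 10 µM)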; P0A8V2; fluorescence transcription assay; in the data active = inhibition above about 20%;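 also: 0% = enzyme without compound and 100% = no enzyme blank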
HEK293 NFkB inh: inhibitors of the PMA/ionomycin-induced NF-kB reporter in HEK293 cells; HEK-293 NF-kB luciferase reporter, luminescence; inhibition, % at 3 µM; 0.21% of 62,000 active;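 active = inhibition above the mean of all tested compounds plus 3 SD, cut at about 40% in these data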;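 also: 0% = stimulated DMSO wells and 100% = 10 µM reference inhibitor 5653914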
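Signal: luciferase luminescence; Material: HEK-293 cells with stable firefly luciferase reporter driven by four HIV NF-kB elements; Probe or stimulus: PMA with ionomycin; Replication: tested once; Times: 1 h compound pretreatment, then 16 h stimulation at 37 °C, 5% CO2; Benchmarks: DMSO and 10 µM reference inhibitor; Evaluation: per-plate % inhibition versus controls.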
Jurkat viability: reduces viability or proliferation of Jurkat cells; Jurkat E6.1 viability, ATP luminescence, 48 h; inhibition, % at 4 µM; 1.2% of 56,000 active;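 active = inhibition above the mean inhibition of all tested compounds plus 3 SD, cut at about 28% in these data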
S1P3 agonist: agonists of human S1P3 receptor; Q99500; S1P3 NFAT-BLA reporter cells, agonism, FRET ratio; relative to 1 µM S1P, basal subtracted; 0.1% of 60,000 active; AID 373; activation, % at 4.5 µM;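 active = activation above the screen-wide mean plus 3 SD, cut at about 4.5% in these data, passing the limit was not always enough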; also: some compounds called inactive have numbers as strong as hits
Target sequence (Q99500 whole entry, looked up): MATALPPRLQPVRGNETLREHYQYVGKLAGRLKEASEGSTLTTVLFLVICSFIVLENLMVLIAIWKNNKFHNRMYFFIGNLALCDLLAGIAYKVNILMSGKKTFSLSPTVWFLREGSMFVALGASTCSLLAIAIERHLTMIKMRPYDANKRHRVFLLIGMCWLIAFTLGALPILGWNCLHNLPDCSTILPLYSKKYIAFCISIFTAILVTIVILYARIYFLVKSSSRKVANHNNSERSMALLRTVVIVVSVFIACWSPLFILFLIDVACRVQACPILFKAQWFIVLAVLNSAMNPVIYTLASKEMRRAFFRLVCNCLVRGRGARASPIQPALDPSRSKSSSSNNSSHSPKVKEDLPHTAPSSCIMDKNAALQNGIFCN
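Assay system: CHO cells stably expressing human S1P3, Gα16 and NFAT-β-lactamase reporter. Timing: overnight plating, 4 h compound 37 °C, 2 h substrate RT. Signal: β-lactamase FRET emission ratio 460/535 nm. Measure: percent activation versus median 1 µM S1P response, basal-subtracted, per plate. Repeats: primary screen single test, confirmation screen in triplicate.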
D1 mod: D1 dopamine receptor (human) allosteric modulation; HEK293 D1, CRE-luciferase, dopamine EC30 potentiation; actives deviate in either direction; B-score at 10 µM; AID 641; 5.9% of 58,000 active;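 active = luminescence count or its row- and column-corrected plate score outside the 99.7% band of the plate's sample wells, on either side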
Active calls of the source: *; . = not tested or not shown.

1: Cc1nnc(SCCc2ccccc2)[nH]c1=O
2: CN(O)/C=c1/ccc2c(n1)C(=O)C=CC=2
3: CCOC(=O)C(C)n1cnc2c(oc3ccccc32)c1=O (configuration not stated)
4: O=S(=O)(O)CCN1CCOCC1
5: Cc1ccc2c(c1)CCCN2C(=O)c1ccc2c(c1)OCO2
Assay by compound | 1 | 2 | 3 | 4 | 5
S1P1 ag pot | 10.7 | 1.3 | 22.4 | -2.9 | 7.1
TNAP act DEA | 0.9 | 1.1 | 0.9 | 0.9 | 0.9
M1 antagonist | 0.318 | . | 0.443 | -0.000415 | -0.00167
M1 agonist | -0.531 | . | 0.525 | -0.586 | 0.297
Ec RNAP inh | . | 6.6 | 2.1 | 0.1 | 10.7
HEK293 NFkB inh | -18.2 | 17.0 | 20.1 | 10.2 | 6.3
Jurkat viability | -2.8 | 11.6 | -2.1 | -2.5 | 3.0
S1P3 agonist | -1.4 | -0.4 | -1.5 | -1.0 | 1.0
D1 mod | 0.79 | . | 0.0571 | 0.0717 | .

6: O=C(CC1(O)C(=O)Nc2cc(Cl)cc(Cl)c21)c1ccncc1 (configuration not stated)
7: O=C(O)CCCNS(=O)(=O)c1ccc(F)cc1
8: O=C(CCCCCN1C(=O)CCC1=O)Nc1ccc(Br)cc1F
9: Cc1ccc(S(=O)(=O)c2nc(-c3ccc(F)cc3)oc2SCC(N)=O)cc1
10: c1ccc(COc2ccc(Oc3nc(N4CCCCC4)nc(N4CCOCC4)n3)nn2)cc1
Assay by compound | 6 | 7 | 8 | 9 | 10
S1P1 ag pot | 25.7 | -11.8 | -3.3 | . | -39.9
TNAP act DEA | 0.8 | 1 | 1 | 0.9 | 0.9
M1 antagonist | . | . | -0.571 | 1.29 | -0.0878
M1 agonist | . | . | -1.17 | 0.472 | 0.239
Ec RNAP inh | 5.9 | 2.2 | 2.3 | 6.6 | 6.2
HEK293 NFkB inh | 19.4 | -4.2 | 8.1 | 11.2 | 33.1
Jurkat viability | 1.1 | 12.9 | -3.8 | . | 7.1
S1P3 agonist | -1.9 | -1.1 | -0.6 | . | 0.9
D1 mod | 3.54* | -0.527 | -0.372 | 2.47 | 9.23*

11: COc1ccc(N2CCN(C(=O)c3ccc(-n4nc(C)cc4C)cc3)CC2)cc1
12: CCCCN=c1sc(C(=O)OC)cc(=O)n1CCCC
13: COCCCn1c(=N)c(C(=O)NCc2ccc3c(c2)OCO3)cc2c(=O)n3ccccc3nc21
14: COc1ccccc1-n1c(SCC(=O)N2CCCCC2)nc2cccnc21
15: O=C(NCc1ccncc1)c1nnc(Cc2c(F)cccc2Cl)o1
Assay by compound | 11 | 12 | 13 | 14 | 15
S1P1 ag pot | 9.4 | . | -56.6 | 0.4 | 7.8
TNAP act DEA | 0.9 | 0.9 | 0.8 | 0.9 | 0.9
M1 antagonist | -0.602 | -0.00918 | -1.98 | -0.685 | -0.0707
M1 agonist | -1.34 | 0.00771 | -0.771 | 0.886 | -0.0626
Ec RNAP inh | 9.0 | -6.4 | 2.7 | 0.9 | .
HEK293 NFkB inh | 9.2 | -2.8 | 1.7 | 11.0 | 13.0
Jurkat viability | -0.4 | . | 6.4 | -0.9 | 4.0
S1P3 agonist | -1.0 | . | -0.3 | -0.2 | -1.3
D1 mod | . | 0.847 | -2.04 | . | 0.568

16: O=C(c1ccco1)N1CCN(C(=O)C2CC(c3ccc(Cl)c(Cl)c3)=NO2)CC1 (configuration not stated)
17: O=C(NC1CCCCCC1)c1c(F)c(F)c(F)c(F)c1F
18: CCOc1ccc(C2C(C(=O)Nc3ccc(F)cc3)=C(C)Nc3nc(CCCO)nn32)cc1 (configuration not stated)
19: NCCOc1ccccc1-c1ccccc1
20: CS(=O)(=O)N(CC(=O)Nc1ccc2c(c1)OCO2)c1ccccc1
Assay by compound | 16 | 17 | 18 | 19 | 20
S1P1 ag pot | . | -3.7 | -15.2 | . | 5.0
TNAP act DEA | 0.9 | 0.8 | 1 | 0.9 | 0.9
M1 antagonist | -1.1 | 0.108 | 0.607 | -0.0041 | -0.224
M1 agonist | -0.464 | 0.334 | 0.179 | -0.688 | 0.0593
Ec RNAP inh | 2.1 | 8.5 | 8.7 | 1.6 | 8.0
HEK293 NFkB inh | 8.5 | 5.8 | -5.6 | 16.7 | 17.1
Jurkat viability | -1.7 | -7.2 | -9.5 | . | 2.0
S1P3 agonist | -1.4 | 1.1 | 0.3 | . | -1.0
D1 mod | 0.00263 | -0.00871 | 0.114 | . | .

21: CCCOCC1CC2(SC(=Nc3ccc(C)cc3)NC2=O)C(=O)O1 (configuration not stated)
22: O=C1N(CC(=O)N2CCc3ccccc32)CCN1Cc1ccccc1Cl
23: CN1C(=O)c2ccccc2C(C(=O)NCC2CCCO2)C1c1c[nH]c2ccccc12 (configuration not stated)
24: Fc1ccc(-c2cc(C(F)(F)F)nc(NCC3CCCO3)n2)cc1 (configuration not stated)
25: O=C(c1ccco1)N(c1ccccn1)c1ccccn1
Assay by compound | 21 | 22 | 23 | 24 | 25
S1P1 ag pot | 10.8 | . | . | -18.6 | -8.9
TNAP act DEA | 0.8 | 1 | 1 | 1 | 1
M1 antagonist | 1.35 | 1.01 | 0.195 | -0.087 | 0.754
M1 agonist | 1.98 | 0.73 | 1.52 | 0.584 | 0.196
Ec RNAP inh | 9.0 | 6.8 | 1.0 | 2.7 | 5.8
HEK293 NFkB inh | -3.9 | 14.5 | 20.1 | 6.9 | 14.1
Jurkat viability | -2.7 | . | . | 0.5 | 1.4
S1P3 agonist | -0.6 | . | . | 0.1 | -1.3
D1 mod | -0.0133 | -0.194 | . | 5.52* | 0.189

Three compounds already listed, arranged by formula weight, lowest first.
25: O=C(c1ccco1)N(c1ccccn1)c1ccccn1
21: CCCOCC1CC2(SC(=Nc3ccc(C)cc3)NC2=O)C(=O)O1 (configuration not stated)
22: O=C1N(CC(=O)N2CCc3ccccc32)CCN1Cc1ccccc1Cl
Assay by compound | 25 | 21 | 22
S1P1 ag pot | -8.9 | 10.8 | .
TNAP act DEA | 1 | 0.8 | 1
M1 antagonist | 0.754 | 1.35 | 1.01
M1 agonist | 0.196 | 1.98 | 0.73
Ec RNAP inh | 5.8 | 9.0 | 6.8
HEK293 NFkB inh | 14.1 | -3.9 | 14.5
Jurkat viability | 1.4 | -2.7 | .
S1P3 agonist | -1.3 | -0.6 | .
D1 mod | 0.189 | -0.0133 | -0.194

Compound profiles, as listed above. Order of values: S1P1 ag pot | TNAP act DEA | M1 antagonist | M1 agonist | Ec RNAP inh | HEK293 NFkB inh | Jurkat viability | S1P3 agonist | D1 mod
CCCOCC1CC2(SC(=Nc3ccc(C)cc3)NC2=O)C(=O)O1 (configuration not stated) is entered as 10.8 | 0.8 | 1.35 | 1.98 | 9.0 | -3.9 | -2.7 | -0.6 | -0.0133
CN1C(=O)c2ccccc2C(C(=O)NCC2CCCO2)C1c1c[nH]c2ccccc12 (configuration not stated) is entered as . | 1 | 0.195 | 1.52 | 1.0 | 20.1 | . | . | .

A few values from above:
Value of cpd 23 in Ec RNAP inh: 1.0
Value of cpd 24 in Jurkat viability: 0.5

Following part
26: CCOC(=O)CN1C(=O)C(C)(C)Oc2ccc(C(=O)NC(C)(C)CC)cc21
27: C=CCn1c(NCc2ccc(N(C)C)cc2)nc2ccccc21
28: O=C(c1ccco1)N1CCN(c2cc(=O)n(C3CCCCC3)c(=O)[nH]2)CC1
29: CCOC(=O)N1CCC(NC(=O)CCN2C(=O)C3C4C=CC(C4)C3C2=O)CC1 (configuration not stated)
30: Cn1nnnc1SCC(=O)N1CCN(Cc2ccccc2)CC1
Assay by compound | 26 | 27 | 28 | 29 | 30
S1P1 ag pot | 9.3 | . | 18.9 | -32.0 | -20.5
TNAP act DEA | 1 | 1 | 0.9 | 0.9 | 1
M1 antagonist | -1.01 | -2.27* | 0.15 | 0.692 | -0.0116
M1 agonist | -1.06 | -0.972 | -0.574 | -0.121 | 0.062
Ec RNAP inh | . | 5.4 | 6.6 | -4.6 | 2.4
HEK293 NFkB inh | 6.5 | 11.6 | 13.3 | -1.9 | 10.7
Jurkat viability | 6.8 | -6.8 | 4.6 | 2.2 | 5.6
S1P3 agonist | 1.0 | -0.5 | -1.9 | 0.4 | -0.8
D1 mod | -0.331 | -0.568 | -0.57 | 0.55 | 0.031

31: CC(C)N(C(=O)Cn1c(SCC(=O)N2CCN(c3ccccc3)CC2)nc2ccccc21)C(C)C
32: CCC(C)NC(=O)C1CCCN(S(=O)(=O)c2ccc(-n3cnnn3)cc2)C1 (configuration not stated)
33: CCOC(=O)CSc1nc(N)c(C#N)c(-c2ccc(OC)cc2)c1C#N
34: O=C(O)C1CSC(c2ccccc2)N1C(=O)c1ccco1 (configuration not stated)
35: Cc1ccc(-n2c3c(cc(C(=O)O)c2=O)C(=O)CC(C)(C)C3)cc1
Assay by compound | 31 | 32 | 33 | 34 | 35
S1P1 ag pot | 2.7 | 7.6 | 14.9 | . | .
TNAP act DEA | 1 | 0.9 | 0.9 | 0.9 | 1
M1 antagonist | -0.0117 | 0.126 | 0.318 | -0.224 | 0.0468
M1 agonist | -0.00737 | -0.707 | -0.112 | 0.847 | -0.00401
Ec RNAP inh | 5.8 | 6.1 | 4.6 | -7.6 | 6.2
HEK293 NFkB inh | 4.1 | 6.2 | . | 14.4 | -5.2
Jurkat viability | 1.3 | -8.4 | . | . | .
S1P3 agonist | 0.4 | 0.9 | -1.7 | . | .
D1 mod | 0.266 | -0.535 | . | -0.119 | -0.0379

36: Cn1cccc1CNC(=O)Nc1ccc(Cl)cc1
37: COc1ccc(OC)c(C(=O)CN2CCN(S(=O)(=O)c3ccc(Br)cc3)CC2)c1
38: COc1ccc(Nc2ccnc3ccccc23)cc1
39: Cc1ccc(-n2c3c(cc(C(=O)N4CCN(C)CC4)c2=O)C(=O)CC(C)(C)C3)cc1
40: Cc1nc2nc(C)c(CCC(=O)NCc3ccc4c(c3)OCO4)c(C)n2n1
Assay by compound | 36 | 37 | 38 | 39 | 40
S1P1 ag pot | -11.0 | 20.6 | 49.6 | . | -6.1
TNAP act DEA | 1 | 1 | 1 | 0.9 | 0.9
M1 antagonist | -0.229 | 0.406 | -2.01* | 0.526 | 0.0174
M1 agonist | -0.678 | 27.7* | 14.4* | -0.379 | 0.00429
Ec RNAP inh | -3.0 | 3.6 | 5.0 | 7.1 | 7.2
HEK293 NFkB inh | -7.6 | 17.8 | 1.9 | 7.1 | 11.5
Jurkat viability | 7.2 | -6.6 | -2.3 | . | -3.9
S1P3 agonist | -2.1 | 0.1 | -1.1 | . | -0.9
D1 mod | -0.755 | . | -3.67* | -0.223 | .

41: Cc1nc(Sc2nnnn2-c2ccccc2)c(C#N)c(C)c1C
42: CS(=O)(=O)NCCSc1nnnn1-c1ccccc1
43: CCCCCC(=O)N1CCN(CCN=CC2=C(O)CC(c3ccco3)CC2=O)CC1 (configuration not stated)
44: Cn1c2ccc(F)cc2c2ncn(CCN3CCOCC3)c(=O)c21
Assay by compound | 41 | 42 | 43 | 44
S1P1 ag pot | -15.9 | 13.6 | -15.3 | -36.1
TNAP act DEA | 0.9 | 1.1 | 0.9 | 0.9
M1 antagonist | 0.297 | -0.392 | 0.469 | -0.238
M1 agonist | 0.0599 | -0.894 | 0.137 | 0.993
Ec RNAP inh | 3.7 | 0.3 | 2.6 | 7.4
HEK293 NFkB inh | 9.8 | 14.2 | 14.1 | 14.5
Jurkat viability | 6.7 | 6.3 | 0.6 | 1.8
S1P3 agonist | -0.1 | -1.0 | -0.3 | -0.2
D1 mod | 0.45 | 1.28 | 0.544 | 1.19
